phage Ecoli inh: growth loss of phage-infected E. coli, primary screen, RecBCD inhibitor project, absorbance, with phage, HTS; inhibition, % at 11.9 µM; 360,000 tested, 0.26% active; AID 651602, 2012; in the data active = inhibition above about 11%
HTR5A inv ctr: HTR5A inverse agonists in luminescence cell assay, primary screen, counter-screen for OPRM1-OPRD1 heterodimer inverse agonist project, full-deck HTS. 340,000 tested, 0.083% active. HTR5A cell line, inverse agonism. inhibition, % at 9.3 µM; in the data active = inhibition mostly above about 23%, no sharp cut-off; inactive = mostly below about 18%;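 note: 0% = cells with DMSO and 100% = no-cell wells with DMSO; some compounds called inactive have numbers as strong as hits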
Target sequence (P47898 whole entry, looked up): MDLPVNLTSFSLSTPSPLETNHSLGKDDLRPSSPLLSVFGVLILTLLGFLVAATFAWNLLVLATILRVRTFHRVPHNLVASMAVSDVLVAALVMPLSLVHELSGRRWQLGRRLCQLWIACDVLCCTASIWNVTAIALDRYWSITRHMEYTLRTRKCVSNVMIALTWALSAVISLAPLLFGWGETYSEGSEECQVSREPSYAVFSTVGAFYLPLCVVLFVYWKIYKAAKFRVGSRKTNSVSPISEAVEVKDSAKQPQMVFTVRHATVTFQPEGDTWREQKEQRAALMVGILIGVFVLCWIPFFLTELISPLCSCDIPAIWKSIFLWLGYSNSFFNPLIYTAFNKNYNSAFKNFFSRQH
E coli growth: E. coli V3065 growth inhibition, primary screen, counter-screen for AddAB inhibitor project, absorbance, OD600; inhibition, % at 11.9 µM; 330,000 tested, 0.27% active; AID 449728, 2010; 18 h;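 active = inhibition above the campaign's mean inhibition across all tested compounds plus 3 SD, cut at about 9.9% in these data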;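 note: uninfected addAB+ strain grown without phage in ampicillin broth; 0% = DMSO wells and 100% = ciprofloxacin 0.95 µg/ml wells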
PKA-R1A act: activators of PKA-R1A holoenzyme, primary screen, biochemical, fluorescence polarization, Cy5-IP20, bovine R1A, mouse PKAc; 340,000 tested, 0.083% active; PKA-R1A dissociation; scaled: DMSO 0%, 113 µM cGMP 100%; activation, % at 11.4 µM;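 active = percent activation above the mean of all tested compounds plus 3 SD, cut at about 19% in these data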;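 note: higher means more PKAc released from R1A so a rise in polarization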
SUMO Mot1 rescue: yeast Mot1-301 growth rescue at high temperature, primary screen, SUMOylation pathway inhibitor project, S. cerevisiae, ATP luminescence, 38.5C. S. cerevisiae Mot1-301 growth rescue; percent above DMSO median, 100 means doubled. growth rescue, % at 18.8 µM. 320,000 tested, 1% active;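 active = every valid replicate shows activation above 250% relative to neutral control wells; inactive = the rest, any valid replicate at or below 250%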;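 note: OY570 slx delta 5 strain wells were the positive control but not used for scaling; some compounds called inactive have numbers as strong as hits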
OPRM1-OPRD1 inv: inverse agonists of MOR-DOR heterodimerization, primary screen, cell-based, luminescence; Mu-type opioid receptor (Homo sapiens) + Delta-type opioid receptor (Homo sapiens), …; cell-based MOR-DOR heterodimer luminescence, inverse agonism; inhibition, % at 9.3 µM; 340,000 tested, 0.21% active; AID 504357, 2011; in the data active = inhibition above about 22%, passing the limit was not always enough;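 note: 0% = cells with DMSO and 100% = wells without cells with DMSO; values of inactives mirror those of a sister screen read the other way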
AddAB inh: growth inhibition of E. coli expressing H. pylori AddAB, primary screen, AddAB inhibitor project, absorbance. inhibition, % at 11.9 µM. 330,000 tested, 0.29% active. AID 435030, 2010; in the data active = inhibition above about 12%;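 note: 0% = vehicle wells of infected cells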
OPRM1-OPRD1 ag: agonists of OPRM1-OPRD1 heterodimerization, primary screen, cell-based, luminescence; Mu-type opioid receptor (Homo sapiens) + Delta-type opioid receptor (Homo sapiens), …; cells; activation, % at 9.3 µM; 340,000 tested, 0.3% active; in the data active = activation above about 18%;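 note: 0% = vehicle-treated cells and 100% = reference agonist; values of inactives mirror those of a sister screen read the other way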
PKA-R2B act: activators of PKA-R2B holoenzyme, primary screen, biochemical, fluorescence polarization, Cy5-IP20, human; cAMP-dependent protein kinase catalytic subunit beta (Homo sapiens) + cAMP-dependent …; PKA-R2B holoenzyme dissociation; R2B truncated from residue 108, S112A mutant; 0% DMSO only, 100% 113 µM cGMP; activation, % at 11.4 µM; 340,000 tested, 0.079% active; AID 504700, 2011;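 active = activation above a cutoff set at the mean over all compounds plus 3 SD, cut at about 18% in these data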;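 note: higher means more holoenzyme dissociation and a rise in polarization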
Target sequence (P31323 whole entry, looked up, other chains not shown, the tested form may be a part): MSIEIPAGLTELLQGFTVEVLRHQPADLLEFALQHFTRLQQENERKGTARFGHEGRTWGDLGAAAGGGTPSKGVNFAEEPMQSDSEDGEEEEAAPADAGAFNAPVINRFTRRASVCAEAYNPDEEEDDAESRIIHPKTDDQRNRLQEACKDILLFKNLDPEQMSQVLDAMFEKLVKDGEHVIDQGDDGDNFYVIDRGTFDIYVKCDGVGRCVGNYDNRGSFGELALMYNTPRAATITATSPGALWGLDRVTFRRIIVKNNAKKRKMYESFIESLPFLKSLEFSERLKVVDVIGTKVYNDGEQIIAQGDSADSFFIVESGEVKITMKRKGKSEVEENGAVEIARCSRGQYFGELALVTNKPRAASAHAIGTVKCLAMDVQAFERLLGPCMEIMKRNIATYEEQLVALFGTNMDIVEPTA
PfHsp90 set2: growth inhibition of PfHsp90-expressing yeast, primary screen, antimalarial PfHsp90 inhibitor project, S. cerevisiae, BacTiter-Glo luminescence, single point, set 2; BacTiter-Glo ATP, 48 h; yeast lacking PDR1 and PDR3 efflux regulators; AID 504621, 2011; inhibition, % at 9.4 µM; 310,000 tested, 0.32% active;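 active = every replicate shows inhibition above about 80%, whatever the replicate mean, limit read from the data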;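 note: 0% = DMSO neutral controls and 100% = 20 µM radicicol positive controls; yeast relying on Plasmodium falciparum Hsp90 in place of its own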
Tat export inh: E. coli Tat export inhibitors, primary screen, MC4100, TorA-mCherry reporter, fluorescence, single point | inhibition, % at 10 µM | 340,000 tested, 0.036% active | AID 488895, 2010;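 active = mean replicate inhibition at least 50% and at least half of replicates individually reaching 50%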;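 note: exported cargo escapes ClpAP degradation while cytoplasmic cargo is degraded and loses fluorescence; 0% = median of neutral control wells and 100% = median of NaSCN control wells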
* = called active by the depositor; . = no result given.

SMILES	phage Ecoli inh	HTR5A inv ctr	E coli growth	PKA-R1A act	SUMO Mot1 rescue	OPRM1-OPRD1 inv	AddAB inh	OPRM1-OPRD1 ag	PKA-R2B act	PfHsp90 set2	Tat export inh
COCC(C)n1c(SCC(=O)NC(=O)NC2CCCC2)nc2ccccc2c1=O (stereo unspecified)	1.7	-9	1.1	10	3	12	2.7	-2.9	-4	-3	1
CC(C)CCNC(=O)c1cc(-c2ccncc2)nc2ccc(S(=O)(=O)N3CCOCC3)cc12	4.0	0	-0.2	-4	-19	13	1.6	-2.5	-4	1	5
CCCS(=O)(=O)N1CCN(C(=O)COc2ccc(OC)cc2)CC1	0.8	13	0.3	-7	23	16	2.0	-2.7	-3	3	1
CN(CCOc1ccc(Cl)cc1)C(=O)c1cc(S(=O)(=O)N2CCOCC2)ccc1N1CCCC1	4.7	-14	0.5	-2	-3	11	1.6	-2.8	9	13	13
CCN(C(=O)COC(=O)CCCc1c[nH]c2ccccc12)c1c(N)n(Cc2ccccc2)c(=O)[nH]c1=O	-0.2	-2	.	4	.	8	.	-2.0	-6	.	-7
CCN1C[C@@H]2[C@@H]3C(=O)N(Cc4ccccc4)C(=O)[C@@H]3[C@](Cc3ccccc3)(C1=O)N2C(=O)c1ccc(C(F)(F)F)cc1	3.7	3	.	0	.	-3	.	0.5	12	-14	-6
CN(CC(=O)N1CCN(C2CCCCC2)CC1)S(=O)(=O)c1cccc2nsnc12	2.7	1	0.2	6	4	0	-1.3	0.1	0	-9	-10
CCOC(=O)C1=C2c3cc(OC)c(OC)cc3CC(C)(C)N2C(=O)C1=O	2.1	9	-1.5	-5	-17	-6	0.9	1.1	-10	20	-10
CCc1cc(C(=O)O)c(NC(=O)/C=C/c2ccc(OC)cc2)s1	-0.4	-15	2.8	-14	.	5	7.3	-0.8	-9	-15	29
CC(=O)N1CCCc2cc(S(=O)(=O)NC(C(=O)NC3CCCCC3)C(C)C)ccc21 (stereo unspecified)	0.7	4	-0.4	-15	9	12	-0.3	-1.9	-3	7	-6
O=C(O)Cc1ccc(NC(=O)c2ccc3c(c2)C(=O)N(Cc2ccco2)C3=O)cc1	1.3	8	0.8	4	-1	16	1.8	-3.0	1	10	-4
CC(=O)NC1C(=O)N=C(SCC(=O)Nc2ccc(C(F)(F)F)cc2Cl)NC1=O (stereo unspecified)	0.8	1	1.0	-1	-7	18	-1.9	-3.9	17	13	-3
O=C1c2ccccc2C(=O)N1c1ccc(Cl)cn1	0.0	-6	-0.6	-1	3	11	1.9	-2.0	-9	-13	-8
N#Cc1ccc(CN2CCN(C(=O)c3ccc(S(=O)(=O)NCc4ccco4)cc3)CC2)cc1	1.3	-42	0.0	-2	-15	-2	-1.1	0.3	9	-14	-1
CC(C)c1ccc(OC(=O)NCCO)cc1	3.0	13	-2.1	1	36	3	0.3	-0.7	-6	-43	8
C/C(=N\O)c1ccc2c(c1)OCCO2	3.6	9	4.2	-2	-5	10	0.7	-2.1	4	9	11
COCCNC(=O)COC(=O)c1ccc(OCC(=O)Nc2ccccc2OC)c(OC)c1	2.0	14	1.4	-5	-17	17	2.4	-3.7	-9	-21	11
COCCCNCCOCCOc1ccc(Cl)cc1C(C)(C)C	3.4	-5	1.9	8	0	-38	1.7	6.0	6	-22	1
Nc1nnc(C(F)(F)F)s1	7.0	17	1.6	11	-7	9	3.4	-1.8	5	12	-2
COCCN(C(=O)CCC(=O)Nc1cc(C)on1)C(C(=O)NC(C)(C)C)c1ccc(OC)cc1 (stereo unspecified)	0.6	-1	-0.3	-4	-5	0	1.1	0.0	-4	-21	3
Cc1cc(=O)oc(C)c1C(=O)OCC(=O)c1ccc(Cl)c(Cl)c1	1.3	-10	-0.9	-7	-3	0	2.5	0.1	-5	2	0
CCCn1c(N)c(C(=O)COC(=O)CCNS(=O)(=O)c2ccccc2F)c(=O)[nH]c1=O	2.7	-12	-1.4	-4	-25	-7	1.7	1.2	-9	.	-7
O=C(CN(c1ccc(Cl)c(Cl)c1)S(=O)(=O)c1ccccc1)N1CCc2ccccc2C1	1.4	-8	3.8	-10	.	-10	0.8	1.6	-5	1	-11
COc1ccc(CN(C(=O)c2cc3ccccc3oc2=O)C2CCS(=O)(=O)C2)cc1 (stereo unspecified)	1.0	-6	1.4	-8	1	10	0.6	-2.0	0	-10	-6
CC1CCC2(CC1)NC(=O)N(CC(=O)Nc1cccc(C#N)c1)C2=O (stereo unspecified)	2.6	11	1.2	7	.	0	1.6	0.1	-8	.	7
Cc1cccc(NC(=O)CN(C)C(=O)C2CC2)c1C	0.4	-13	1.2	-7	54	1	1.7	-0.2	0	-12	-4
CN(Cc1ccccc1)c1nc(N)nc(Cl)c1C=O	0.8	-2	-1.7	-6	77	-38	-0.9	8.2	-4	-31	8
CC(C)c1ccccc1NS(=O)(=O)N(C)C	4.0	11	0.3	-1	599	-1	3.0	0.3	-5	-44	1
S=C(NCc1ccco1)N1CCC(c2nc3ccccc3o2)CC1	3.3	14	-0.4	4	52	2	2.5	-0.5	2	-5	3
CCOc1ccc(CNS(=O)(=O)c2ccc(-c3ccc(=O)[nH]n3)o2)cc1OC	1.8	2	0.9	0	-4	13	2.5	-2.5	-2	-14	1
Cc1cc(C(=O)NC2=NCCS2)c2ccccc2n1	5.0	5	2.4	7	657	1	0.3	-0.2	4	11	3
COc1ccc(NC(=O)N2CCCCCC2)c(OC)c1	3.3	-6	-0.6	-4	6	7	1.7	-1.3	6	8	5
CCOC(=O)c1c(C)[nH]c(C)c1C(=O)COC(=O)C1CC(=O)N(CCc2ccccc2)C1 (stereo unspecified)	2.3	-8	-1.1	1	-2	9	-1.1	-1.8	-1	-6	-9
O=C(COC(=O)Cc1ccsc1)NCC1CCCCC1	1.4	-7	1.6	-8	-14	5	0.3	-1.0	-6	-20	-6
CC(C)C(=O)Nc1ccc(NC(=O)c2cccnc2)cn1	4.5	-12	0.3	-7	-1	9	-0.4	-1.7	-4	-22	-7
C/C=N/N(c1ccccc1)c1ccccc1	0.8	-11	.	-8	.	-10	.	2.0	-4	-4	5
O=C(NCCc1ccccc1)c1cnc2sccn2c1=O	-0.5	-1	-2.1	2	5	11	-1.1	-2.0	5	0	-4
CCOC(=O)C1=C(C)N=C2SC(C(=O)OC)=CC(=O)N2C1c1ccc(F)cc1 (stereo unspecified)	0.2	-3	0.1	-2	-15	0	-1.1	-0.1	4	-15	0
COc1ccc(C[C@H]2CN3C(=NC[C@@H]3C(C)C)N2C[C@H](C)NC(=O)c2ccc(C)c(Br)c2)cc1	0.5	9	1.4	0	1	-43	3.5	7.4	-1	-30	7
CCN1CCN(C(=O)c2cc(=O)c3cc(C)ccc3o2)CC1	0.9	13	-1.8	-3	-5	13	3.0	-2.3	3	1	-1
CCOC1=C/C(=C/c2c(N)n3nc(CC(=O)N4CCCC4)sc3nc2=O)C=CC1=O	-0.5	-6	-1.7	-11	1	10	1.9	-1.9	-11	-24	-3
COc1ccc(CNC(=O)[C@@H]2CC=C[C@@H]3CCN(C4CCCCC4)C(=O)[C@@H]32)cc1	3.2	8	3.1	11	-11	0	5.0	0.0	2	.	-5
CCC1=NN(C(=O)Cc2ccc([N+](=O)[O-])cc2)C(O)(C(F)(F)F)C1 (stereo unspecified)	2.4	5	-2.2	-1	16	7	-1.6	-1.5	-1	-14	-2
c1ccc(CNC23CC4CC(CC(C4)C2)C3)nc1	-0.8	7	-1.9	0	-7	8	0.8	-1.5	7	-30	-2
C1CC(=NN=C2CCSCC2)CCS1	3.0	1	.	-4	.	16	.	-3.1	-3	-5	1
Cc1cc(Cl)c(S(=O)(=O)N2CCSCC2)cc1OCC(N)=O	2.6	-56	-2.8	1	-5	-32	-0.8	5.3	-14	-9	0
Cc1cc(S(=O)(=O)N2CCOCC2)ccc1OCC(=O)N1CCC(C(N)=O)CC1	2.7	-27	-0.3	-6	-6	1	0.2	-0.2	-1	-13	3
CCOCCn1c(SC)nc2c1c(=O)[nH]c(=O)n2C	1.1	-8	1.5	-4	-10	4	6.3	-0.8	5	29	-3
CCCCNC(=O)c1onc(CSc2cc(C)ccc2C)c1C(=O)O	-0.2	-9	-1.6	-9	-16	17	-0.4	-2.9	-7	7	-1

Part of the list above, set out differently:
SMILES | phage Ecoli inh | HTR5A inv ctr | E coli growth | PKA-R1A act | SUMO Mot1 rescue | OPRM1-OPRD1 inv | AddAB inh | OPRM1-OPRD1 ag | PKA-R2B act | PfHsp90 set2 | Tat export inh
COCC(C)n1c(SCC(=O)NC(=O)NC2CCCC2)nc2ccccc2c1=O (stereo unspecified) | 1.7 | -9 | 1.1 | 10 | 3 | 12 | 2.7 | -2.9 | -4 | -3 | 1
CC(C)CCNC(=O)c1cc(-c2ccncc2)nc2ccc(S(=O)(=O)N3CCOCC3)cc12 | 4.0 | 0 | -0.2 | -4 | -19 | 13 | 1.6 | -2.5 | -4 | 1 | 5
CCCS(=O)(=O)N1CCN(C(=O)COc2ccc(OC)cc2)CC1 | 0.8 | 13 | 0.3 | -7 | 23 | 16 | 2.0 | -2.7 | -3 | 3 | 1
CN(CCOc1ccc(Cl)cc1)C(=O)c1cc(S(=O)(=O)N2CCOCC2)ccc1N1CCCC1 | 4.7 | -14 | 0.5 | -2 | -3 | 11 | 1.6 | -2.8 | 9 | 13 | 13
CCN(C(=O)COC(=O)CCCc1c[nH]c2ccccc12)c1c(N)n(Cc2ccccc2)c(=O)[nH]c1=O | -0.2 | -2 | . | 4 | . | 8 | . | -2.0 | -6 | . | -7
CCN1C[C@@H]2[C@@H]3C(=O)N(Cc4ccccc4)C(=O)[C@@H]3[C@](Cc3ccccc3)(C1=O)N2C(=O)c1ccc(C(F)(F)F)cc1 | 3.7 | 3 | . | 0 | . | -3 | . | 0.5 | 12 | -14 | -6
CN(CC(=O)N1CCN(C2CCCCC2)CC1)S(=O)(=O)c1cccc2nsnc12 | 2.7 | 1 | 0.2 | 6 | 4 | 0 | -1.3 | 0.1 | 0 | -9 | -10
CCOC(=O)C1=C2c3cc(OC)c(OC)cc3CC(C)(C)N2C(=O)C1=O | 2.1 | 9 | -1.5 | -5 | -17 | -6 | 0.9 | 1.1 | -10 | 20 | -10
CCc1cc(C(=O)O)c(NC(=O)/C=C/c2ccc(OC)cc2)s1 | -0.4 | -15 | 2.8 | -14 | . | 5 | 7.3 | -0.8 | -9 | -15 | 29
CC(=O)N1CCCc2cc(S(=O)(=O)NC(C(=O)NC3CCCCC3)C(C)C)ccc21 (stereo unspecified) | 0.7 | 4 | -0.4 | -15 | 9 | 12 | -0.3 | -1.9 | -3 | 7 | -6

This is a random part of the collection, and some 2.2% of all compounds hit somewhere here.
